From PubChem BioAssay
GPR151 activ: activates the human receptor GPR151; activation, % at 11.2 µM; PathHunter beta-arrestin GPR151 cells, luminescence; Q8TDV0; AID 1508602; 1% of 650,000 active; in the data active = activation above about 4.9%;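 note: 0% = median of compound wells and 100% = cells with positive control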
Target sequence (Q8TDV0 whole entry, looked up): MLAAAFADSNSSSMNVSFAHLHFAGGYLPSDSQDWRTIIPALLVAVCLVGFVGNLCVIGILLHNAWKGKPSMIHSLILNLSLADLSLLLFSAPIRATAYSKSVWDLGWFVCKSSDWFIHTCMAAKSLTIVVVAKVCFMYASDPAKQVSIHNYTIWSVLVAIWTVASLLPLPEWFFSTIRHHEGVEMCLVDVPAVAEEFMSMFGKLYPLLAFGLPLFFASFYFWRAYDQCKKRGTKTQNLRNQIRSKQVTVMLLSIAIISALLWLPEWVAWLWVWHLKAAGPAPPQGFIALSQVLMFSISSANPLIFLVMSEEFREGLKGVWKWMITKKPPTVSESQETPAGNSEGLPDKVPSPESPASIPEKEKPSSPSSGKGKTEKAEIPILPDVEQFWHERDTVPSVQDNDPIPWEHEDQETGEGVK
FBW7 activator: activators of human E3 ligase FBW7; Q969H0; AlphaScreen FBW7–phospho-cyclin E peptide binding, activator screen; normalized activity (activation), % at 26.1 µM; 0.13% of 650,000 active; AID 1259310; in the data active = normalized activity above about 1.9%;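 note: purified mutant Fbw7 with reduced substrate affinity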
Target sequence (Q969H0 whole entry, looked up): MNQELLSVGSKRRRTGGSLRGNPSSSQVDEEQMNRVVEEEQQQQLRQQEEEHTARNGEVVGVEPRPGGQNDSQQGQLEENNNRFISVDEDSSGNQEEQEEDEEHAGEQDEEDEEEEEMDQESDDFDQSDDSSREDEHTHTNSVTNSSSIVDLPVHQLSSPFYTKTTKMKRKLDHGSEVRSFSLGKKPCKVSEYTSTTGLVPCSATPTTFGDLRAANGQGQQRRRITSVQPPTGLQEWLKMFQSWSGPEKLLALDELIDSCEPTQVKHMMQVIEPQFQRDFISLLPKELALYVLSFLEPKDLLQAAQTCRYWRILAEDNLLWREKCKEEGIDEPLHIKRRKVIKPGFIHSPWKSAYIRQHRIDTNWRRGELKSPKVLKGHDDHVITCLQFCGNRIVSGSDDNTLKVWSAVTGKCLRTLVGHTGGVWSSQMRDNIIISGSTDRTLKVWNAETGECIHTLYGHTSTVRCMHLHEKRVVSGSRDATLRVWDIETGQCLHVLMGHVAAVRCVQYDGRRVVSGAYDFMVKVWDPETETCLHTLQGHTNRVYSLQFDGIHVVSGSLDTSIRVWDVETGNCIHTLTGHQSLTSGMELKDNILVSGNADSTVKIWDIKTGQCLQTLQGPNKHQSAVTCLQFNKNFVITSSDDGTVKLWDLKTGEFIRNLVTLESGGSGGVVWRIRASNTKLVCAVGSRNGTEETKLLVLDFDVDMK
MITF inh: blocks human microphthalmia-associated transcription factor; inhibition, % at 2.6 µM; 0.91% of 650,000 active; AID 1259374; AlphaScreen MITF homodimerization, bead proximity signal; in the data active = inhibition above about 50%;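 note: 0% = vehicle wells with protein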
TEAD-YAP block: TEAD-YAP interaction inhibition; inhibition, % at 9.12 µM; HEK-TIYL cells, TEAD-Gal4/YAP UAS-luciferase luminescence; AID 1259422; 1.4% of 640,000 active; in the data active = inhibition above about 32%;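 note: 0% = median of test compound wells and 100% = reference inhibitor wells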
The depositor's hits bear a star; & = joins results of further samples.

The line under a structure holds: GPR151 activ, FBW7 activator, MITF inh, TEAD-YAP block
N=c1oc2ccc(Br)cc2cc1C(=O)Nc1ccccc1F
    -0.6, -0.1, -6, -5
COC(=O)C1=C(C)NC(C)=C(C(=O)OC)C1c1nc2ccccc2[nH]1
    1.0, -0.1, 9, 2
CCN(CC)C(=O)C1CCCN(c2ncc(C(=O)NCc3ccccc3)s2)C1 (stereo not drawn)
    2.7, 0.0, -1, -2
O=C(CSc1nc2ccccc2c(=O)n1CC1CCCO1)Nc1ccccc1Cl (stereo not drawn)
    0.1, 0.0, 5, 7
C=CCN1C(=O)C(C)(C)COc2ccc(NS(=O)(=O)c3ccc(C)s3)cc21
    0.4, -0.1, -12, -1
COCCn1c(SC)nnc1-c1cnccn1
    0.0, -0.2, 2, -10
O=C(CSc1nc2ccsc2c(=O)n1CCc1ccccc1)c1ccc(O)c(O)c1
    0.0, -0.4, 2, 8
O=C(NCC(c1cccnc1)N1CCN(c2ccc(F)cc2)CC1)c1ccccc1F (stereo not drawn)
    1.1, 0.8, 12, 8
O=C(CCCCC(=O)n1nnc2ccccc21)n1nnc2ccccc21
    1.7, 0.1, -8, -7
CNCC(O)Cn1cc(C)c(C(C)=O)c1C (stereo not drawn)
    0.9, -0.1, 7, 4
CCn1c2ccccc2n2c(=O)n(CC(=O)N3CC(C)CC(C)C3)nc12 (stereo not drawn)
    0.9, 1.1, 8, 5
Cc1ccc(-n2cc(-c3ccccc3)c3c(N4CCN(c5ccccc5F)CC4)ncnc32)cc1
    0.3, 0.1, -16, 0
CCN1CCN(c2ccc3nnc(CCC(=O)Nc4ccc(C)cc4)n3n2)CC1
    2.0, 0.1, 8, 6
O=C(c1ccccc1Br)N1CCC(Cc2ccccc2)CC1
    -0.6, 0.1, 17, 0
CC(C)CN(CC(C)C)C(=O)C1CCN(S(=O)(=O)c2cnc[nH]2)CC1
    -0.1, 0.3, 10, 11
O=C(c1nc2ccccn2c1CNCCc1cccc2ccccc12)N1CCOCC1
    -0.4, 0.0, 8, 10
O=C1Nc2cc(C(=O)N3CCc4ccccc4C3)ccc2Sc2ccccc21
    0.1, 0.2, 15, 6
COc1ccc(Nc2ccccc2)c(C)c1
    0.4, 0.0, -16, 4
COC(=O)C1=C(C)NC(=S)NC1c1cc(O)ccc1Br (stereo not drawn)
    0.3, 0.1, 9, 4
COc1ccc(C(=O)N/N=C(\C)CC(=O)NCc2ccccc2)cc1OC
    1.1, 0.1, 8, 26

A draw from above in order of SMILES length, lowest first.
The line under a structure holds: GPR151 activ, FBW7 activator, MITF inh, TEAD-YAP block
O=C(c1ccccc1Br)N1CCC(Cc2ccccc2)CC1
    -0.6, 0.1, 17, 0
O=C(c1nc2ccccn2c1CNCCc1cccc2ccccc12)N1CCOCC1
    -0.4, 0.0, 8, 10
CCN1CCN(c2ccc3nnc(CCC(=O)Nc4ccc(C)cc4)n3n2)CC1
    2.0, 0.1, 8, 6

Some entries already given, limited to FBW7 activator, TEAD-YAP block and GPR151 activ.
mol | FBW7 activator | TEAD-YAP block | GPR151 activ
O=C(c1nc2ccccn2c1CNCCc1cccc2ccccc12)N1CCOCC1 | 0.0 | 10 | -0.4
O=C1Nc2cc(C(=O)N3CCc4ccccc4C3)ccc2Sc2ccccc21 | 0.2 | 6 | 0.1

Additional records
The line under a structure holds: GPR151 activ, FBW7 activator, MITF inh, TEAD-YAP block
CCOc1ccc2[nH]cc(C(=O)NCc3ccc4c(c3)OCO4)c(=O)c2c1
    -0.3, 0.3, 9, 7
Cc1cc(OCC(=O)N2CCN(c3ccc([N+](=O)[O-])cc3)CC2)ccc1Cl
    0.2, -0.3, 3, -6
CN(Cc1cccc(OCCCNC(=O)C2CCCO2)c1)C1CCCCC1 (stereo not drawn)
    -0.8, -0.2, 10, -2
O=C(NCCN1CCCCC1)c1cc(Cl)ccc1Cl
    -1.4, 0.0, -5, 1
CC(=O)N1CCc2cc(S(=O)(=O)NCCC(=O)Nc3ccc(C)c(C)c3)ccc21
    -0.7, 0.7, 7, 15
COc1ccc2c(c1)sc1ncc(C(=O)NC3CCC(O)CC3)c(=O)n12 (stereo not drawn)
    -0.5, 0.1, 11, -3
O=C(CSc1nc2ccccc2c(=O)n1NC(=O)c1ccccc1)c1ccccc1
    -2.5, 0.0, 0, 4
COc1ccc(NC(=O)c2sc3ncn(C)c(=O)c3c2C)c(OC)c1
    -0.9, 0.8, 8, -1
COC(=O)c1cc2c(N)c(C(=O)c3cc(C#N)c(SC)nc3C)sc2nc1C
    0.2, 0.1, 4, 10
CCC(=O)N1c2ccc(S(=O)(=O)N(CCO)Cc3ccccc3)cc2CC1C (stereo not drawn)
    0.9, -0.3, 0, 7
C#CCNc1c(C)c(C)nc2ncnn12
    0.1, -0.1, 68*, 6
CCOc1cc(C2NC(=O)NC(C)=C2C(=O)OC)ccc1OC(=O)C1CC1 (stereo not drawn)
    1.1, 0.2, -2, -6
COc1cccc(CNC(=O)CC2C(=O)NCCN2C/C=C/c2ccccc2)c1OC (stereo not drawn)
    4.2, 0.0, 6, 4
Cc1cc(NS(=O)(=O)c2ccc(Cl)cc2)c(C)cc1O
    1.9, -0.1, -5, -2
CCn1c(C(N)c2cc(OC)c(OC)c(OC)c2)nc2cc(F)c(-c3ccnc(N)n3)cc21 (stereo not drawn)
    0.0, 0.0, 9, -6
Cc1csc(NC(=O)Cc2ccc(Br)cc2)n1
    -0.6, -0.2, 15, -35
N#Cc1cc2c(nc1S(=O)Cc1ccc(Cl)cc1)CCCC2 (stereo not drawn)
    -1.3, 0.1, 11, 4
COc1cc(/C=C2/N=C(c3ccco3)OC2=O)cc(Cl)c1OC(=O)c1ccccc1
    0.2, 0.1, 8, 5
CCOC(=O)N1CCC(n2c(SCC(=O)NC3CCCCC3)nc3ccccc3c2=O)CC1
    -0.7, 0.1, 5, -6
CCCC1=NN2C(=N)/C(=C/c3ccc(OCc4ccc(F)cc4)c(OCC)c3)C(=O)N=C2S1
    0.3, 0.0, 6, 15
Cc1ccc(CNC(=O)CNCc2cccs2)cc1
    0.2, 0.0, -14, 3
CC(C)Nc1nc(NC(C)(C)C)nc(Oc2ccc(=O)n(C)n2)n1
    -0.8, -0.3, 12, 3
CN(C(=O)CN1C(=O)c2ccccc2C1=O)C1CCCCC1
    -0.1, 0.3, 10, 2
O=C(CCc1ccccc1)Nc1nnc(Cc2ccccc2F)s1
    1.4, 0.1, 12, -1
CCCCN(C)CCN1C(=O)C2C(C(=O)Nc3cccc(SC)c3)C3C=CC2(O3)C1C(=O)NC1CCCCC1 (stereo not drawn)
    -1.3, 0.2, 5, -11
O=C(Nc1ccc(Br)c(Cl)c1)C1COc2ccccc2O1 (stereo not drawn)
    -0.1, -0.2, -13, -20
CC(C)(C)NC(=O)c1nn2c(C(F)(F)F)cc(-c3ccccc3)nc2c1Br
    -0.4, 0.9, 26, -4
COc1cc(/C=N/NC(=O)c2cccc([N+](=O)[O-])c2)cc(I)c1O
    -0.5, 0.0, -10, 1
N#C/C(=C\c1cc2ccccc2nc1N1CCCCC1)c1nn(-c2ccccc2)c(N)c1C#N
    0.4, 0.2, 0, -2
COc1cc(-c2cc(-c3nnco3)c3ccccc3n2)cc(OC)c1OC
    1.0, 0.0, 9, 12
COCCNCCOc1ccc(Cl)c(Cl)c1
    -1.4, -0.1, 44, -6
COC(=O)c1ccccc1NC(=O)c1ccc(N2CC3CC(C2)c2cccc(=O)n2C3)c(NC(=O)c2ccncc2)c1 (stereo not drawn)
    0.8, 0.2, 9, 1
CCN(CC)c1nc(Nc2cc(OC)c(OC)c(OC)c2)nc(N2CCN(Cc3ccc4c(c3)OCO4)CC2)n1
    -0.5, 0.0, -2, 5
COc1ccc(C2CC(=O)C3=C(C2)NC(C)=C(C(=O)OCC(C)C)C3c2cc3c(cc2Cl)OCO3)cc1 (stereo not drawn)
    0.6, -0.1, -2, -9
COC1CCCC(C(=O)N2CCC(n3nc(C4CC4)ccc3=O)CC2)C1 (stereo not drawn)
    0.3, 0.2, 20, 13
COC(=O)c1ccc(NC(=O)COc2cccc([N+](=O)[O-])c2)cc1
    3.0, 0.1, -21, 5
C=CCNC(=O)c1cc2nc(C3CC3)cc(C(F)F)n2n1
    -2.2, -0.1, 11, 1
Oc1ccccc1CN1CCN(Cc2ccccc2O)C1c1ccccc1Br
    1.0, -0.6, 16, 12
CC(=O)N1CCc2c(sc(NC(=O)c3ccccc3)c2-c2nc3ccccc3s2)C1
    1.5, -0.1, -1, -3
O=C(Nc1nnc(Cc2ccc(F)cc2)o1)c1cc2ccccc2o1
    1.5, 0.1, -13, -6
CCN1CCC(N(Cc2ccco2)C(=O)Nc2cc(C)ccc2C)CC1
    -0.1, 0.0, 2, -1
CCCN(CCC)S(=O)(=O)c1ccc(C(=O)N2CC(=O)Nc3ccc(Cl)cc3C2c2ccccc2)cc1 (stereo not drawn)
    1.3, -0.1, 1, -5
Clc1ccccc1OCc1nc(-c2ccccn2)no1
    -6.9, 0.0, 13, -27
O=C(OCCOCCNC1=C(Cl)C(=O)c2ccccc2C1=O)c1ccc(Cl)cc1
    1.9, -0.2, 0, -6
Oc1ccc(Br)cc1CN1CCN(Cc2cccnc2)CC1
    -0.5, -0.3, 67*, 5
O=C1c2ccc(Oc3ccc([N+](=O)[O-])cc3)cc2C(=O)N1CC1CCCO1 (stereo not drawn)
    1.7, -0.1, 2, 11
O=C(NCc1nc2ccccc2[nH]1)c1cnc(N2CCN(Cc3ccc4c(c3)OCO4)CC2)s1
    -1.6, -0.1, 3, 5
O=C(NC(NCc1ccco1)C(Cl)(Cl)Cl)c1cccc(Cl)c1 (stereo not drawn)
    1.0, -0.1, 0, 11
O=C(CSc1nn2c(SCC(=O)c3cccs3)nnc2s1)c1cccs1
    0.2, -0.3, -3, -11
COc1cccc(CCN2C(=O)CCC2CCNCc2cccc(C(F)(F)F)c2)c1 (stereo not drawn)
    -1.0, -0.1, -6, -1
O=C(Nc1ccc(-c2cn[nH]c2)cc1)C1COc2ccccc2C1 (stereo not drawn)
    1.8, 0.0, -8, -14
CCOc1ccccc1Nc1nc(-c2sc(C)nc2C)cs1
    1.1, 0.0, 6, -11
Cc1ccccc1C(=O)Nn1c(-c2ccc(C(C)(C)C)cc2)nc2ccccc2c1=O
    1.8, 0.5, -7, 4
CCC(=O)Nc1nnc(Cc2ccc(Cl)cc2)s1
    0.1, 0.1, 0, 5
Cc1nc(SCc2nnc(-c3ccccc3)o2)c(C#N)c(C)c1C
    0.1, -0.4, -3, 92*
COc1cc(/C=N/NC(=O)C(=O)Nc2ccc(Cl)cc2)ccc1O
    -0.2, -0.1, -5, 0
CC1CN(c2ccc([N+](=O)[O-])cc2S(=O)(=O)N2CC(C)OC(C)C2)CC(C)O1 (stereo not drawn)
    -0.9, -0.1, -10, -3
CC(=O)N(C1=C(N2CCCCC2)C(=O)c2ccccc2C1=O)c1ccccc1C
    -1.8, -0.1, 14, 36*
COCCOC(=O)c1ccc(NC(=O)COc2ccc([N+](=O)[O-])cc2)cc1
    -2.3, 0.4, 15, 2
CC(=O)Nc1nc(C)c(C(=O)Nc2cccc(Cl)c2)s1
    0.6, 0.0, 0, 2

Next section:
The line under a structure holds: GPR151 activ, FBW7 activator, MITF inh, TEAD-YAP block
CC(NC(=O)c1nnc(Cc2c(F)cccc2Cl)o1)c1ccccc1 (stereo not drawn)
    0.4, 0.1, 7, -2
COCC1CCCN(C(=O)CC2(c3ccccc3Cl)CC(=O)N(C3CCCC3)C2=O)C1 (stereo not drawn)
    -1.0, 0.0, 0, 1
CCCOc1ccc(C(C)(C#N)CC#N)cc1 (stereo not drawn)
    0.2, -0.1, 3, 2
Cc1nnc2c(SC(C)C)nc3ccccc3n12
    1.5, -0.1, -5, -11
O=C(Nc1ccc2[nH]ncc2c1)c1ccc(OC2CCOCC2)nc1
    -0.4, 0.0, 21, 48*
O=c1cc(-c2ccccc2)oc2c(O)c(O)ccc12
    -0.8, 0.2, 11, 43*
C=CCN1C(=O)C(CCCC)NC1=S (stereo not drawn)
    0.8, 0.2, 6, 1
CC(=O)c1cccc(NC(=O)COC(=O)CCCSc2nc3ccccc3s2)c1
    -5.4, 0.1, -3, 23
CCCCOC(=O)c1ccc(NC(=O)COc2cc(C)cc(C)c2)cc1
    -2.1, 0.3, 8, -3
CC(=O)Nc1nonc1N1C(=N)S/C(=C\c2cn(Cc3ccc(Cl)c(Cl)c3)c3ccccc23)C1=O
    1.7, 0.0, 2, -3
Cc1ccc(C(=O)O)cc1NC(=O)c1cc(=O)c2ccccc2o1
    2.6, 0.0, -3, 5
COC(=O)c1ccc2c(=O)n(CCN3CCOCC3)c(SCC(=O)c3ccccc3)nc2c1
    -0.8, -0.2, -12, -3
Cn1c2ccccc2c2n[nH]c(=S)nc21
    0.9&-0.8, 0.0&0.6, 6&6, 5&1
CN(C)c1ccc(C(=O)NC2CCCc3ccccc32)cc1 (stereo not drawn)
    -0.4, -0.1, 6, -29
CC(Nc1ccccc1)c1ccccc1O (stereo not drawn)
    0.4, -0.1, 13, 12
CCc1nc2ccc(N)cc2[nH]1
    1.0, -0.1, 2, -4
COc1cc([N+](=O)[O-])ccc1NC(=S)N1CCN(C(=O)c2ccco2)CC1
    0.9, -0.2, -3, -4
Cc1ccc(NC(=O)N2CCCC2C(=O)Nc2ccc(C)cc2C)cc1 (stereo not drawn)
    0.9, 0.2, -3, 6

Individual results from the list.
`COc1cc([N+](=O)[O-])ccc1NC(=S)N1CCN(C(=O)c2ccco2)CC1` | TEAD-YAP block: -4
`CC(=O)Nc1nonc1N1C(=N)S/C(=C\c2cn(Cc3ccc(Cl)c(Cl)c3)c3ccccc23)C1=O` | GPR151 activ: 1.7
`C=CCN1C(=O)C(CCCC)NC1=S` (stereo not drawn) | MITF inh: 6
